Screens (PubChem)
Luciferase inh: Firefly luciferase inhibition profiling of diverse chemical library using quantitative high-throughput screening | Luciferin 4-monooxygenase (Photinus pyralis), P08659 | Potency, µM (top dose mostly 115 µM), inactives show at the top dose activity change, negative = inhibition, most hits filed as inhibitors | hit rate 2.5% among 76,000 | purified P. pyralis luciferase, luminescence, biochemical | AID 1347043, 2019; note: potency is the fitted concentration of half-maximal effect; nearly all actives have a fitted effect of over 65% in size
Target sequence (P08659 whole entry, looked up): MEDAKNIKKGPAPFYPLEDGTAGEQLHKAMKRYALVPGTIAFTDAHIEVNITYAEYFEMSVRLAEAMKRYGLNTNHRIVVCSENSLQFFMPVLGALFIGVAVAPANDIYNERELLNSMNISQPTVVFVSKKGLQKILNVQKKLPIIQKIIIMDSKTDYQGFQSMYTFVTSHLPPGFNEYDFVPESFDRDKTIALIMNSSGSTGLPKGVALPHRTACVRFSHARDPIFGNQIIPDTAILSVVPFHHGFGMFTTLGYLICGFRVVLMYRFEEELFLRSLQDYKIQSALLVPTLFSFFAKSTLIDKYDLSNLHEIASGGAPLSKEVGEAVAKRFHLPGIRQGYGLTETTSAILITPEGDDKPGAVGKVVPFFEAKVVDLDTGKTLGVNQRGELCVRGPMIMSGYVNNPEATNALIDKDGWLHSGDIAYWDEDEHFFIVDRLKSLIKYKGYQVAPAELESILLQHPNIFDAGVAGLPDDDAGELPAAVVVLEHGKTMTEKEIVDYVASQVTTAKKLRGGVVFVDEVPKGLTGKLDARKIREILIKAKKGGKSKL
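Purified 10nM P. pyralis luciferase with 10uM D-luciferin and 10uM ATP in 50mM Tris acetate pH 7.5, 10mM Mg acetate, 0.01% Tween-20, 0.05% BSA. qHTS titration; luminescence read by CCD imager.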
SNCA expr inh: Primary qHTS assay for inhibitors of alpha-synuclein gene (SNCA) expression | hit rate 0.17% among 140,000 | AID 1671194, 2021 | HEK-293 SNCA-luciferase knock-in, luminescence, 24 h | Potency, µM (top dose mostly 57.2 µM), without a hit: at the highest dose activity change, negative = inhibition, hits mostly inhibitors;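 note: potency is the fitted concentration of half-maximal effect; plate controls were DMSO cells for no effect and cell-free wells for full effect; nearly all actives have a fitted effect of over 45% in size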
GPT2 inh: Primary qHTS assay for inhibitors of Glutamate pyruvate transaminase 2 (GPT2) | Recombinant GPT2, coupled pyruvate oxidase/HRP Amplex Red fluorescence | Alanine aminotransferase 2 (Homo sapiens), Q8TD30 | Potency, µM (top dose mostly 57.7 µM), for inactives: top-dose activity change, negative = inhibition, hits mostly inhibitors | hit rate 0.25% among 100,000; note: potency is the fitted concentration of half-maximal effect; nearly all actives have a fitted effect of over 60% in size; many of its hits are not listed in these tables
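Inhibition is scored from Amplex Red fluorescence generated when pyruvate oxidase and HRP act on pyruvate released by GPT2. Reactions contain 10ng/uL enzyme, 250uM a-KG and 2mM L-alanine and run 30 min at room temperature.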
NIH3T3 tox: Cytotoxic Profiling in NIH 3T3 Cell Line of Diverse Libraries Using Quantitative High-Throughput Screening | NIH 3T3 viability, CellTiter-Glo ATP luminescence, 48-72 h | Potency, µM (top dose mostly 96.7 µM), for the others: top-dose activity change, negative = cytotoxicity, hits mostly inhibitors | hit rate 4.3% among 94,000 | AID 1345082, 2018; note: potency is the fitted concentration of half-maximal effect; nearly all actives have a fitted effect of over 55% in size
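Luminescent ATP readout (CellTiter-Glo, 10 min RT) after 48 or 72 hr compound exposure of NIH 3T3 cells seeded at 400 cells/well in 1536-well format; quantitative HTS.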
HEK cytotox: Cytotoxic Profiling in HEK 293 Cell Line of Diverse Libraries Using Quantitative High-Throughput Screening | Potency, µM (series often up to 115 µM), for inactives: at the top dose activity change, negative = cytotoxicity, actives largely listed as inhibitors | AID 1345083, 2018 | hit rate 6.6% among 94,000 | HEK 293 viability, ATP luminescence (CellTiter-Glo), 48-72 h; note: potency is the fitted concentration of half-maximal effect; nearly all actives have a fitted effect of over 60% in size
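Viability of HEK 293 cells, plated at 250 cells/well, was judged by cellular ATP after compound treatment for 48 or 72 hr. Luminescence was imaged 10 min after CellTiter-Glo addition at room temperature.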
HEK293 viab: GF-AFC viability counterscreen for inhibitors of alpha-synuclein gene (SNCA) expression. HEK-293-SNCA-luc viability, GF-AFC fluorescence, 24 h. Potency, µM (doses to about 57.1 µM), without a hit: top-dose activity change, negative = cytotoxicity, hits mostly cytotoxic. hit rate 0.12% among 150,000. AID 1671193, 2021;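 note: potency is the fitted concentration of half-maximal effect; 0% = DMSO-treated cells and -100% = medium-only wells without cells; nearly all actives have a fitted effect of over 30% in size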
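Cytotoxicity counterscreen: after 24 h compound treatment of genome-edited SNCA-luciferase HEK-293 cells, live-cell protease substrate GF-AFC read by fluorescence after 30 min; activity scaled between DMSO (0%) and medium-only (-100%), curves Hill-fitted.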
IP6K1 inh: Primary qHTS assay for small molecule inhibitors of Inositol hexaphosphate kinase 1 (IP6K1) | activity change, % (series mostly up to about 58 µM) | IP6K1 kinase, ADP-Glo luminescence, 2 h; active compounds read low | hit rate 0.81% among 140,000; in the data active = activity change below about -25%
Target sequence (Q92551 whole entry, looked up): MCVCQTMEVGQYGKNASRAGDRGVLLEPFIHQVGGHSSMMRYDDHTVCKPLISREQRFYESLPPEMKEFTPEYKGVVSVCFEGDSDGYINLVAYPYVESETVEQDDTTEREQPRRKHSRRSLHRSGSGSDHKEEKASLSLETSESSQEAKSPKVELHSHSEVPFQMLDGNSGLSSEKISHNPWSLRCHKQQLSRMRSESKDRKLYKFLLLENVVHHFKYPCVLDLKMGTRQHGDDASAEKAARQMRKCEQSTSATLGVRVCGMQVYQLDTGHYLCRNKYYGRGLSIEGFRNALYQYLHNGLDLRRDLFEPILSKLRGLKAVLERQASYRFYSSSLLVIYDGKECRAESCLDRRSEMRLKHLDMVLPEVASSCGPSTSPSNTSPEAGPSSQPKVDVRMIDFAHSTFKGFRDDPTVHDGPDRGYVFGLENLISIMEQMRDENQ
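ADP-Glo luminescence measures ADP made by human IP6K1 during a 2 h RT reaction with ATP/IP6 (mix at 1.3 mM/130 uM); top library doses 57.5 and 19.1 uM final.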
Numbers without * were called inactive; i = inactive; u = inconclusive; x = not tested or not shown; [ ] = another dose, or the depositor's remark. Unless noted, calls come from the whole dose curve; as a rule, active = well fitted curve in the direction sought with a large enough effect; inconclusive = small, poorly fitted or top-dose-only effect, or another doubt; inactive = no such curve, though single readings can be large; an effect the other way counts as inactive or inconclusive. Unless noted, % is set by controls: 0 for no effect and ±100 for the full control effect.

Labels used below: A = Luciferase inh; B = SNCA expr inh; C = GPT2 inh; D = NIH3T3 tox; E = HEK cytotox; F = HEK293 viab; G = IP6K1 inh
COCCNC(=O)c1ccc2c(c1)N(Cc1cccc(Cl)c1)C(=O)c1ccccc1S2(=O)=O
  A: x; B: -24.2%; C: x; D: x; E: x; F: u; G: -7.4
COc1cc(C2NC(=O)c3c(sc4c3CCN(C)C4)N2)cc(Br)c1OC(=O)c1ccc(C)cc1 (stereo not given)
  A: x; B: -7.1%; C: x; D: x; E: x; F: u; G: -5.1
Cc1ccc(-c2cccc(CN3CCCC(NC(=O)c4ccccc4F)C3)c2)cc1Cl (stereo not given)
  A: x; B: x; C: x; D: u; E: u; F: x; G: 5.9
O=C(CCC[C@H]1NC[C@@H]2C[C@H]1CN(Cc1ccccc1)C2)NCCCn1cccn1
  A: -2.8%; B: -19.1%; C: -0.2%; D: i; E: 4.0%; F: 4.6%; G: -12.9
O=C(c1ccc(F)cc1F)N1CCN(c2cc(-c3ccc(Cl)cc3)[nH]n2)CC1
  A: -6.3%; B: -20.0%; C: i; D: u; E: 39.8µM*; F: 1.4%; G: 14.9
CCc1ccc(CN(C(=O)c2cc3ccccc3oc2=O)C2CCS(=O)(=O)C2)cc1 (stereo not given)
  A: x; B: 163.5%[activator]; C: x; D: x; E: x; F: -1.3%; G: 1.3
COc1cccc(N2CCN(C(=O)Cn3cnc4onc(-c5ccc(F)cc5)c4c3=O)CC2)c1
  A: x; B: u; C: x; D: x; E: x; F: -3.7%; G: 10.3
CCn1nccc1C(=O)NCC(=O)N1CCCCCNC(=O)CC1c1ccccc1 (stereo not given)
  A: 0.6%; B: 0.4%; C: -3.8%; D: i; E: i; F: 2.4%; G: 6.2
COCC(=O)NC1CCCN(c2ccnc3ccnn23)C1 (stereo not given)
  A: x; B: -12.3%[87.6 µM]; C: -18.3%[88.5 µM]; D: -4.0%[138 µM]; E: i; F: u; G: 6.5
CCOCCCNC(=O)N1CCC(Oc2ncccc2C(=O)N(C)C)C1 (stereo not given)
  A: 0.0%; B: -11.6%; C: i; D: 2.6%; E: 0.1%; F: 5.3%; G: 31.3
O=C(NCc1ccc(F)cc1)c1ccc2nnc(-c3ccoc3)n2c1
  A: x; B: -1.2%[87.6 µM]; C: i; D: u; E: u; F: 9.8%[87.6 µM]; G: 1.3
CCOc1ccc(NC(=O)CN(C)S(=O)(=O)c2ccc3c(c2)c(=O)n(C)c(=O)n3C)cc1
  A: x; B: u; C: x; D: x; E: x; F: -11.4%; G: -5.2
CCc1ccc(-c2nc(CS(=O)CC(=O)NCCc3ccc(Cl)cc3)c(C)o2)cc1 (stereo not given)
  A: x; B: -21.8%; C: x; D: x; E: x; F: -8.1%; G: -3.8
Clc1cc(NC2CCCC2)n2nccc2n1
  A: -7.4%[172 µM]; B: 57.2%[activator][87.6 µM]; C: -1.4%[88.5 µM]; D: u; E: u; F: 2.1%[87.6 µM]; G: 6.2
Cc1ccc(C)c(Cn2ccn3nc4c(c3c2=O)CCCC4)c1
  A: -13.5%; B: 28.2%; C: i; D: u; E: 39.8µM*; F: -1.4%; G: 23.4
NCC(=O)N1CCC(N2CCCC(C(=O)NCc3ccccc3)C2)CC1 (stereo not given)
  A: -8.9%; B: -19.6%; C: 0.1%; D: -0.9%; E: 1.4%; F: -13.7%; G: 21.9
COc1cc(N2C[C@H]3OC(=O)N(Cc4ccc(OC)c(OC)c4)[C@H]3C2)ncn1
  A: -6.7%; B: -19.2%; C: i; D: -27.4%; E: u; F: 0.8%; G: 4.5
Cc1ccc(C)c(S(=O)(=O)c2cnc(SCC(=O)Nc3ccc(F)cc3F)[nH]c2=O)c1
  A: x; B: 2.7%; C: x; D: x; E: x; F: 7.7%; G: -17.5
O=C(NC1CCCc2c1[nH]c1ccc(F)cc21)c1ccccn1 (stereo not given)
  A: -5.4%; B: -19.4%; C: -21.3%; D: -11.4%; E: -59.0%; F: -3.6%; G: 2.0
Cc1ccc(-c2cn[nH]c2C2CCCN(C(=O)c3[nH]ncc3Cl)C2)cc1 (stereo not given)
  A: 1.1%; B: u; C: 2.5%; D: u; E: u; F: u; G: 4.5
Cn1ncc2c(C(=O)NCc3ccc(F)cc3)cc(-c3ccccc3C(F)(F)F)nc21
  A: x; B: x; C: x; D: u; E: u; F: x; G: 2.8
Cc1nn(C)c(C)c1-c1ccnc(NCC2COc3ccccc3O2)n1 (stereo not given)
  A: -16.7%; B: -26.1%; C: i; D: -26.5%; E: u; F: 5.9%; G: 6.5
O=C(Cc1ccc(F)cc1)Nc1cccc(-c2nc3cccnc3s2)c1
  A: x; B: 32.1%[activator]; C: x; D: x; E: x; F: -5.5%; G: 3.0
CCCN(CCC)C(=O)c1c2c(nc3ccccc13)C(=O)N(C1CCCCC1)C2
  A: x; B: -0.3%; C: x; D: x; E: x; F: -13.3%; G: -4.8
CCOc1nc(-c2ccc(C)cc2)ccc1-c1noc(-c2ccccc2F)n1
  A: x; B: -13.1%; C: x; D: x; E: x; F: -2.8%; G: 15.4

Next section; the last three above are carried over.
Labels used below: A = Luciferase inh; B = SNCA expr inh; C = GPT2 inh; D = NIH3T3 tox; E = HEK cytotox; F = HEK293 viab; G = IP6K1 inh
O=C(Cc1ccc(F)cc1)Nc1cccc(-c2nc3cccnc3s2)c1
  A: x; B: 32.1%[activator]; C: x; D: x; E: x; F: -5.5%; G: 3.0
CCCN(CCC)C(=O)c1c2c(nc3ccccc13)C(=O)N(C1CCCCC1)C2
  A: x; B: -0.3%; C: x; D: x; E: x; F: -13.3%; G: -4.8
CCOc1nc(-c2ccc(C)cc2)ccc1-c1noc(-c2ccccc2F)n1
  A: x; B: -13.1%; C: x; D: x; E: x; F: -2.8%; G: 15.4
CC1(C)C(=O)N(CC(=O)Nc2ccc(Cl)cc2)c2ccccc21
  A: x; B: -10.0%; C: x; D: x; E: x; F: -3.4%; G: 23.0
O=C1NC2(CCN(Cc3ccc(OC(F)(F)F)cc3)C2)OCc2ccccc21 (stereo not given)
  A: -0.2%; B: -21.9%; C: -17.8%; D: -18.2%; E: 79.4µM*; F: 4.5%; G: 7.0
CCC(=O)N1c2ccccc2CC1C(=O)NCc1cccc(OC)c1OC (stereo not given)
  A: x; B: u; C: x; D: x; E: x; F: -0.4%; G: 13.4
COCCN[C@@H]1C[C@@H]2c3[nH]c4ccccc4c3C[C@@H](C(=O)OC)N2[C@H](c2ccccc2)C1
  A: u; B: -12.5%[87.6 µM]; C: 4.9%[88.5 µM]; D: 31.6µM*; E: 28.2µM*; F: -13.0%[87.6 µM]; G: -3.5
O=C(CCS(=O)(=O)c1cc(Br)cc2c1N(C(=O)C1CC1)CC2)N1CCN(c2ccccc2)CC1
  A: x; B: 13.3%; C: x; D: x; E: x; F: 12.0%; G: -8.1
O=C1NCN(Cc2ccc(Cl)cc2)C12CCN(CC1CC1)CC2
  A: 1.0%[172 µM]; B: -31.5%[87.6 µM]; C: 1.4%[88.5 µM]; D: -23.1%[138 µM]; E: -19.0%[172 µM]; F: 0.1%[87.6 µM]; G: 12.2
Cn1ncc2c(C(=O)N3CCC(C#N)CC3)cc(-c3cccc(F)c3)nc21
  A: x; B: x; C: x; D: u; E: u; F: x; G: 13.1
CCNC(=O)c1c(NC(=O)Cc2coc3cc(C)ccc23)sc2c1CCCC2
  A: x; B: -15.2%; C: x; D: x; E: x; F: -0.3%; G: 40.5
CC(C)CN[C@@H]1C[C@H](Cn2cc(C3CC3)nn2)[C@@H](O)[C@H]1O
  A: -3.0%[172 µM]; B: -5.5%[87.6 µM]; C: i; D: 2.8%[174 µM]; E: 2.9%[172 µM]; F: 3.1%[87.6 µM]; G: -4.8
O=C(c1ccc(C#Cc2cccc(F)c2)cn1)N1CC2CC2C1 (stereo not given)
  A: x; B: x; C: 3.1%; D: x; E: x; F: 8.1%; G: -17.3
COc1ccc(NC(=O)CN2C(=O)NC3(CCC(C(C)(C)C)CC3)C2=O)cc1OC (stereo not given)
  A: -3.6%; B: 1.7%; C: i; D: u; E: u; F: -13.3%; G: 5.0
COCCN1C[C@H]2COc3ccccc3[C@H]2N(C(=O)CC2CCCC2)CCC1=O
  A: x; B: x; C: x; D: u; E: -9.9%; F: x; G: 2.6
CCOC(=O)c1ccc(NC(=O)Cn2c(=O)n(-c3ccc(C)cc3)c(=O)c3c2cnn3C)cc1
  A: x; B: 22.7%; C: x; D: x; E: x; F: -10.4%; G: 8.0
CC12CCC(OC3OC(CO)C(O)C(O)C3OC3OC(CO)C(O)C(O)C3O)CC1CCC1C2CCC2(C)/C(=C3/COC(=O)C3)CCC12O (stereo not given)
  A: x; B: x; C: i; D: x; E: x; F: -19.8%[23.9 µM]; G: -5.3
CCOC(=O)N1CCN(Cc2nc3cc(NC(=O)C(C)C)ccc3n2C(C)C)CC1
  A: x; B: -23.2%; C: x; D: x; E: x; F: -10.4%; G: -35.9*
Cc1ccccc1C(=O)N1CCC(C(=O)N2CCCC(c3nc4ccncc4[nH]3)C2)CC1 (stereo not given)
  A: x; B: 24.6%; C: i; D: i; E: i; F: -1.2%; G: -1.3
Cc1ccc(Cl)cc1Nc1nc2ccccc2c2nncn12
  A: x; B: 9.4%; C: x; D: x; E: x; F: -17.0%; G: -4.8
CCC(c1cccs1)N1C(=O)[C@H]2CN(S(=O)(=O)c3ccc4c(c3)CCC4)C[C@H]2C1=O (stereo not given in full)
  A: -0.8%; B: -5.1%; C: -0.5%; D: 2.3%; E: -5.7%; F: 6.2%; G: 12.0
O=C(Nc1ccccc1)N1CCCCC1c1noc(COc2ccc(F)cc2)n1 (stereo not given)
  A: 8.5%; B: 6.6%; C: i; D: u; E: u; F: -11.8%; G: -9.4
CCNC(=O)[C@@H]1C[C@H](N)CN1C(=O)CCn1c(=O)oc2ccc(C)cc21
  A: -5.7%; B: 0.5%; C: u; D: 2.7%; E: -10.3%; F: -3.9%; G: 5.8
C=CCC1(CO)CCCN(C(=O)c2cccc(N3CCNC3=O)c2)C1 (stereo not given)
  A: 1.8%; B: u; C: -0.4%; D: -0.5%; E: -13.2%; F: -14.9%; G: 7.6
CC(C)c1noc([C@@H]2C[C@H]3C(=O)NCCCCCCN(C(=O)COc4ccccc4)[C@H]3C2)n1
  A: 3.2%; B: u; C: -2.8%; D: -21.9%; E: -27.8%; F: -8.0%; G: 0.0
COCCn1c(SCc2ccccc2F)nc2c([nH]c3ccccc32)c1=O
  A: x; B: 23.1%; C: x; D: x; E: x; F: -9.2%; G: -6.2

These rows are one share of the data. The share of hits here may be higher or lower than overall.
